aSyn rescue = alpha-synuclein toxicity inhibition in yeast | Yeast expressing alpha-synuclein, growth rescue, BacTiter-Glo, 24 h | Potency, µM (doses to about 46.1 µM), inactives show at the highest dose growth rescue (activation), most hits filed as activators | hit rate 0.14% among 370,000; also: potency is read from the fitted curve at half-maximal effect; % of control where 0% means no effect; nearly all actives have a fitted effect of over 65% in size
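Readout is rescue of growth in alpha-synuclein-expressing yeast, so inhibitors of toxicity appear as activators. Growth after 24 hr at 30 deg C in galactose medium is quantified by luminescence.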
EPAC1 antagonist = blocks human EPAC1 exchange factor; hit rate 0.14% among 360,000; Potency, µM (highest dose often 115 µM), for the others: at the top dose activity change, negative = inhibition, actives largely listed as inhibitors; AID 720709; EPAC1 GEF assay, Rap1b-BODIPY-GDP exchange fluorescence; O95398;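 also: potency is read from the fitted curve at half-maximal effect; plate controls were vehicle for no effect and positive control for full effect; nearly all actives have a fitted effect of over 50% in size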
PLK1 PBD block = blocks phosphopeptide binding to human PLK1 polo-box domain | P53350 | Plk1 PBD binding of FITC phosphopeptide, fluorescence polarization | Potency, µM, inactives show max response, negative = inhibition, actives largely listed as inhibitors | hit rate 2.8% among 360,000; also: potency is read from the fitted curve at half-maximal effect; series mostly up to about 57 µM; % is scaled to controls: 0 for no effect and ±100 for the full control effect; nearly all actives have a fitted effect of over 65% in size
Target sequence (P53350 whole entry, looked up, the tested form may be a part): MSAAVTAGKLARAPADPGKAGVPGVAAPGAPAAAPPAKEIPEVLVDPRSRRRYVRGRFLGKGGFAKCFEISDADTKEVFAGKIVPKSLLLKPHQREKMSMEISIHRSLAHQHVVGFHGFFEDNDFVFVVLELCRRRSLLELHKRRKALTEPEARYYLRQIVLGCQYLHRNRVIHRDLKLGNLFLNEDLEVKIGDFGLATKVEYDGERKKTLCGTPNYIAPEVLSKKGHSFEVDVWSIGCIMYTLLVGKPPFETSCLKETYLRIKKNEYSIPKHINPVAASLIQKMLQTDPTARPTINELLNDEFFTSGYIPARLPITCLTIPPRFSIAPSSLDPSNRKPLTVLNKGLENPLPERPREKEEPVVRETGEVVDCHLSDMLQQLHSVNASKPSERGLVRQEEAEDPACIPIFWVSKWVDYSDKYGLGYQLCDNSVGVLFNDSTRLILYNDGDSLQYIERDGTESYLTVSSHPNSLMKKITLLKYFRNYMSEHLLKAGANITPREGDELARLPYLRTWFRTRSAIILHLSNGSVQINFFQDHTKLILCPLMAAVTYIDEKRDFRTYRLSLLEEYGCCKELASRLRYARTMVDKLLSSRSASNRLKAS
WRN inhibitor = blocks human WRN helicase; Q14191; WRN helicase unwinding, fluorescent forked duplex, kinetic; Potency, µM (highest dose often 114 µM), without a hit: at the highest dose activity change, negative = inhibition, usual class: inhibitors; hit rate 0.46% among 360,000; AID 651768; also: potency is read from the fitted curve at half-maximal effect; % is scaled to controls: 0 for no effect and ±100 for the full control effect; nearly all actives have a fitted effect of over 55% in size
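WRN at 20 nM final was preincubated with compound for 15 min at room temperature; reaction started with 100 nM forked duplex oligonucleotide carrying fluorophore and quencher plus 2 mM ATP (final). Unwinding followed kinetically by red fluorescence (ex 525/em 598 nm).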
PI5P4Ka inh = inhibitors of human PI5P4K alpha; P48426; PI5P4Kalpha enzyme, ADP-Glo luminescence, 60 min; stronger effect = lower value; max response, %; hit rate 1.2% among 330,000; active = max response of -50% or lower; inconclusive = between -30% and -50%; inactive = -30% or higher; also: value at the top dose of about 77 µM; % is scaled to controls: 0 for no effect and ±100 for the full control effect
Target sequence (P48426 whole entry, looked up): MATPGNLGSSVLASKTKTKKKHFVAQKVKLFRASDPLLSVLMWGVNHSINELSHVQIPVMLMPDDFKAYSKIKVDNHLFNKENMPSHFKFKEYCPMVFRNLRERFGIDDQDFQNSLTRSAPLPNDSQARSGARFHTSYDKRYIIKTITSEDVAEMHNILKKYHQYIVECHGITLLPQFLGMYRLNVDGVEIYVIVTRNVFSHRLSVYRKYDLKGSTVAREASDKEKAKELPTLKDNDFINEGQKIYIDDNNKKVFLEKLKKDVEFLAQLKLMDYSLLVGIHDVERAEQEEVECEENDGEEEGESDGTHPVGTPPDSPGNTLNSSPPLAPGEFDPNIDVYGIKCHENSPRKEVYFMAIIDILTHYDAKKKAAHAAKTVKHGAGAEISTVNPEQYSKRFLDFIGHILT
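Quantitative HTS of the MLSMR library against PI5P4Kalpha with substrate. ATP added last at 5 microM final; room temperature, 60 minutes. Remaining ATP depleted, ADP converted and read as luminescence.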
Abeta rescue = A-beta toxicity reversal in yeast; yeast expressing A-beta42, growth rescue, OD600, 48 h; response scale: 0% DMSO, 100% iron-clioquinol control; Potency, µM (top dose mostly 46.1 µM), without a hit: at the top dose growth rescue, hits mostly activators; hit rate 0.063% among 410,000; AID 1347071; also: potency is read from the fitted curve at half-maximal effect; nearly all actives have a fitted effect of over 55% in size
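Yeast A-beta toxicity model in growth medium with pinned compounds, 48 h at 30 C; growth read as absorbance at 600 nm. Normalized to FeCl3/clioquinol equimolar mix (positive) and DMSO (negative).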
EPAC1 ag = EPAC1 (human) agonism. EPAC1 agonist qHTS, biochemical assay; response scale: 100% = response to 6.5 mM cAMP. hit rate 0.073% among 360,000. Potency, µM (doses to about 154 µM), inactives show at the top dose activation, most hits filed as activators. O95398; also: potency is read from the fitted curve at half-maximal effect; nearly all actives have a fitted effect of over 60% in size
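Nucleotide exchange assay: 100 nM EPAC1 with 250 nM Rap1B loaded with BODIPY-GDP and 50 uM GDP, room temperature. Fluorescence (480/540 nm) read every 5 min for 30 min; signal change normalized to 6.5 mM cAMP as full agonist.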
IL2 activator = activates IL-2 in a cell-based reporter assay; hit rate 0.065% among 360,000; IL-2 activation reporter assay, cell-based qHTS; stimulated with anti-CD3/CD4/CD28 beads; in transgenic mouse T cells; activation, % (series mostly up to about 46 µM); in the data active = activation above about 50%; inconclusive = mostly about 30% to 49%; also: 0% is about no effect
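Unstimulated transgenic mouse T cells; 60-min compound exposure; bead-based TCR/CD4/CD28 stimulation; 18 h culture, 37 degrees C; dual fluorescence (EGFP, DsRed) plate cytometry.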
FUS suppressor = FUS proteinopathy suppression in yeast | S. cerevisiae FUS-expressing, growth rescue, OD600, 24 h | Potency, µM (doses to about 76.6 µM), for inactives: at the top dose growth rescue (activation), most hits filed as activators | hit rate 0.24% among 390,000 | AID 1347120;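 also: potency is read from the fitted curve at half-maximal effect; plate controls were DMSO vehicle for no effect and reference control for full effect; nearly all actives have a fitted effect of over 55% in size; some results filed as inactive show a strong effect at the top dose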
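Galactose (2%) drives FUS expression in yeast precultured in raffinose; seeding density OD 0.005. Test compounds incubated 24hr at 30C and 99% humidity before absorbance at 600 nm was measured.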
* hit, by the source's call; ? = inconclusive; . = not tested or not shown. Unless noted, calls follow the shape of the dose curve; as a rule, active = well fitted curve in the direction sought with a large enough effect; inconclusive = small, poorly fitted or top-dose-only effect, or another doubt; inactive = no such curve, though single readings can be large; an effect the other way counts as inactive or inconclusive.

SMILES | aSyn rescue | EPAC1 antagonist | PLK1 PBD block | WRN inhibitor | PI5P4Ka inh | Abeta rescue | EPAC1 ag | IL2 activator | FUS suppressor
CC1=C(C(=O)OCCOc2ccccc2)C(c2coc3ccccc3c2=O)C2=C(CCCC2=O)N1 (stereo not drawn) | 0% | 1% | -4% | 2% | -3 | 3% | -13% | -0.2 | -31%
c1ccc(NCc2nc3ccccc3n2CCOc2ccccc2)cc1 | 2% | -10% | 0% | -10% | 16 | ? | 15% | 0.3 | .
CCN(CC)CCCn1c2c(c(SCC(=O)Nc3ccc4c(c3)OCCO4)nc1=O)CCC2 | 11% | 1% | 2% | 3% | -5 | 4% | 1% | -0.4 | 17%
CCC(=O)Nc1cccc(Br)c1 | -16% | -2% | -1% | 6% | -4 | 16% | 2% | 1.5 | -22%
COc1ccc(S(=O)(=O)Nc2c3ccccc3nc(=O)n2-c2ccccc2)cc1 | 2% | 4% | -12% | -1% | 9 | -4% | 2% | 4.0 | 14%
Cn1c(NCC2CCCO2)nc2c1c(=O)n(Cc1ccccc1)c(=O)n2C (stereo not drawn) | 1% | 15% | 2% | 2% | . | 6% | -5% | 0.8 | 0%
COc1cc(NC(=O)c2c(F)c(F)c(OC)c(F)c2F)ccc1NC(=O)c1cccs1 | -21% | -5% | -5% | ? | 6 | 2% | 4% | -1.9 | 46%
CC(C)COC(=O)N1CCCCC1c1cc(C(=O)NC(C)C)no1 (stereo not drawn) | 2% | -6% | -11% | -7% | 4 | -4% | 11% | -0.5 | 20%
Cc1ccc(C)c(Cn2nnc3c(=O)[nH]c(C4CCCN(C(=O)C5CCCCC5)C4)nc32)c1 (stereo not drawn) | 5% | -4% | -1% | -4% | 17 | 18% | 6% | -0.1 | .
CCCCC(NC(C)=O)c1nc2ccccc2n1CCC (stereo not drawn) | -2% | -1% | -6% | 4% | . | -1% | 13% | -2.7 | ?
O=C(Cn1cnc2ccccc2c1=O)NCc1ccco1 | -5% | 3% | -1% | 2% | . | 11% | 6% | -0.5 | 14%
COc1cccc(NC(=O)c2cnc(SC)nc2)c1 | 5% | 16% | 3% | 3% | -2 | 11% | -11% | -2.1 | -1%
C=CCn1c(COc2ccccc2)nnc1SCC(=O)N/N=C/c1ccc(C)cc1 | 7% | -16% | 0% | -4% | -7 | 7% | 4% | -1.8 | 9%
O=C(O)c1oc2ccccc2c1CSCc1ccccc1 | -19% | 9% | -17% | 4% | -1 | 3% | 2% | 0.7 | 5%
Cc1ccc(NC(=S)NNc2ccc([N+](=O)[O-])cc2S(=O)(=O)Nc2ccccc2C(=O)O)cc1C | -17% | ? | 27µM* | ? | -73* | 6% | -13% | 0.2 | .
CCN1C(=NCC2CC2)N[C@@H](c2ccccc2)C(C(=O)OC)=C1C | 4% | -8% | -14% | 8% | -3 | 1% | -8% | -2.9 | -6%
Brc1ccccc1-c1nnc(COc2ncnc3c2cnn3-c2ccccc2)o1 | 8% | -2% | -6% | -5% | -17 | -19% | 6% | 1.7 | 0%
COc1ccc(CCNC(=O)CSc2nnnn2C)cc1OC | 0% | -4% | 2% | -9% | 0 | 1% | 3% | -0.9 | -32%
CC(=O)Oc1ccc(/C=C(\NC(=O)c2ccco2)C(=O)NCc2ccccc2)cc1 | 1% | -12% | -10% | 6% | 1 | -7% | 14% | -2.7 | 6%
O=S(=O)(c1ccc(F)cc1)N1CCN(c2ncccn2)CC1 | 8% | -26% | 2% | 8% | 3 | 10% | 16% | -1.7 | -11%

Next part, starting with the last five of the part before.
SMILES | aSyn rescue | EPAC1 antagonist | PLK1 PBD block | WRN inhibitor | PI5P4Ka inh | Abeta rescue | EPAC1 ag | IL2 activator | FUS suppressor
CCN1C(=NCC2CC2)N[C@@H](c2ccccc2)C(C(=O)OC)=C1C | 4% | -8% | -14% | 8% | -3 | 1% | -8% | -2.9 | -6%
Brc1ccccc1-c1nnc(COc2ncnc3c2cnn3-c2ccccc2)o1 | 8% | -2% | -6% | -5% | -17 | -19% | 6% | 1.7 | 0%
COc1ccc(CCNC(=O)CSc2nnnn2C)cc1OC | 0% | -4% | 2% | -9% | 0 | 1% | 3% | -0.9 | -32%
CC(=O)Oc1ccc(/C=C(\NC(=O)c2ccco2)C(=O)NCc2ccccc2)cc1 | 1% | -12% | -10% | 6% | 1 | -7% | 14% | -2.7 | 6%
O=S(=O)(c1ccc(F)cc1)N1CCN(c2ncccn2)CC1 | 8% | -26% | 2% | 8% | 3 | 10% | 16% | -1.7 | -11%
O=Cc1c(F)cccc1N1CCCC1 | -4% | -4% | 1% | 1% | -8 | 1% | -1% | -1.0 | -21%
CC1(C)C(=O)OC(c2cccn2-c2ccc([N+](=O)[O-])cc2)C2(CCCCC2)C1=O (stereo not drawn) | -7% | 1% | 1% | 2% | 0 | 7% | -5% | 2.6 | -31%
CCN(c1ccccc1)S(=O)(=O)c1ccc(Oc2ccccc2C(C)=O)nc1 | 10% | -2% | -5% | 3% | 0 | -5% | 5% | -0.8 | 8%
CCCOC1CCCN(C(=O)c2ccc(OC3CCN(Cc4ccccn4)CC3)cc2)C1 (stereo not drawn) | -3% | -21% | -1% | 7% | -8 | 0% | -7% | -1.8 | -2%
CCSc1nc2c(c(=O)n1CC)SC(C)C2 (stereo not drawn) | -10% | 8% | -6% | -1% | . | -11% | -4% | -1.6 | -11%
CCCN1Cc2cccc(C(=O)N3CCN(c4ccc(OC)cc4)CC3)c2C1=O | 0% | -25% | -17% | 9% | 3 | -15% | -5% | -0.6 | 14%
CC1CCN(Cc2c(C#N)c3ccccc3n2C)CC1 | 9% | 1% | -3% | 4% | 3 | -8% | 0% | -0.3 | 32%
Cc1ccc(F)c(NC(=O)CCOc2ccccc2C)c1 | 1% | -9% | -5% | 0% | 1 | 5% | 5% | 0.4 | -16%
COC(=O)CSc1nc2cc(Cl)ccc2c(=O)n1C1CCCC1 | 8% | 6% | 3% | -3% | 22 | 16% | 5% | -2.0 | 3%
O=C(Cn1c(SCC(=O)NC2CCCC2)nnc1-c1ccncc1)Nc1ccc2c(c1)OCO2 | 0% | -18% | 1% | -17% | 1 | -4% | 9% | -0.6 | ?
CC(CCCC(C)(C)O)NC(=O)c1ccc(OC2CCN(C(=O)C3CC3)CC2)cc1 (stereo not drawn) | -1% | 10% | -3% | -3% | 10 | -1% | -1% | -0.7 | 19%
CN(C)/C=N/S(=O)(=O)c1ccc(Cl)c(Cl)c1 | 0% | 5% | 2% | 7% | -3 | 5% | 3% | 1.2 | -10%
O=C(C[n+]1cccc(O)c1)Nc1ccc(Br)cc1 | 0% | 12% | -3% | 8% | -6 | -8% | 5% | -5.8 | -31%
CCc1cccc(NC(=O)CCSCCC(=O)Nc2cccc(CC)c2)c1 | 13% | 0% | -4% | -10% | -2 | 27% | 8% | 0.5 | 39%
CCN(CC(=O)NCc1cccs1)CC(=O)Nc1ccc(C(N)=O)cc1 | -4% | -7% | -5% | -1% | 9 | 11% | 4% | -0.7 | -12%
COC(=O)c1sccc1NC(=S)Nc1ccc(F)cc1F | 22% | 2% | -1% | 14% | 1 | 6% | 0% | -2.4 | -32%
CCOC(=O)CC1=CC(C)(CC(=O)OCC)C(C#N)(C#N)C(N)=C1C#N (stereo not drawn) | 6% | 9% | -2% | 6% | . | 3% | 0% | -1.1 | -2%
COc1cccc(NC(=S)N2CCC(c3ccc(C)cc3)C2)c1 (stereo not drawn) | ? | ? | -20% | -2% | 0 | -12% | 6% | -0.2 | 48%
O=C(COC(=O)c1ccccc1NC(=O)c1ccco1)NCc1ccc2c(c1)OCO2 | -2% | -22% | -7% | -8% | 8 | 6% | 7% | -0.1 | 10%
COC(=O)c1ccc(N)nc1 | -1% | 19% | 0% | -1% | 1 | 2% | -3% | 1.5 | 4%

The closing 2 entries of the section above come first, to join the parts:
SMILES | aSyn rescue | EPAC1 antagonist | PLK1 PBD block | WRN inhibitor | PI5P4Ka inh | Abeta rescue | EPAC1 ag | IL2 activator | FUS suppressor
O=C(COC(=O)c1ccccc1NC(=O)c1ccco1)NCc1ccc2c(c1)OCO2 | -2% | -22% | -7% | -8% | 8 | 6% | 7% | -0.1 | 10%
COC(=O)c1ccc(N)nc1 | -1% | 19% | 0% | -1% | 1 | 2% | -3% | 1.5 | 4%
O=C(Sc1ccccc1)c1cccc(Cn2cc(C(F)(F)F)ccc2=O)c1 | 16% | 1% | -22% | -8% | 6 | 7% | -1% | -1.8 | 9%
NS(=O)(=O)c1ccc(NC(=O)CCC(=O)N2CCOCC2)cc1 | -1% | ? | ? | -3% | 7 | -7% | -13% | -2.9 | 14%
Cc1cc(C)c2c(c1C)C(=O)CCC2 | 7% | 0% | 0% | -4% | -3 | -1% | -6% | -0.4 | -34%
O=C(COC(=O)COc1ccccc1[N+](=O)[O-])Nc1ccccc1Br | -1% | -12% | -5% | 0% | 5 | 9% | 7% | -1.3 | 12%
Cn1c(=O)c(-c2ccccc2)cc2ccccc21 | 11% | -5% | 1% | 4% | -2 | -15% | 1% | 0.2 | 1%
COc1ccc(NC(=O)c2ccc(-c3nn(C)c(=O)c4ccccc34)cc2)cc1C(N)=O | 1% | -26% | -3% | 1% | -10 | ? | 0% | -0.1 | -17%

Screens from PubChem.

An unsorted share of the library (roughly 4.1% active in at least one column).
